Source: PubChem BioAssay (several laboratories)
NTR1 agonist: agonists of NTR1, primary screen, imaging, U2OS cells, beta-arrestin-GFP, high content (AID 493036) | 330,000 tested, 0.17% active | P30989 | NTR1-U2OS beta-arrestin-GFP spot imaging, agonist mode | activation, % at 20 µM;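 active = activation at or above 40% of the spot to cytoplasm intensity ratio, with at least 20 cells analyzed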;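 note: 0% = DMSO without peptide and 100% = 100 nM NTR1 peptide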
Target sequence (P30989 whole entry, looked up): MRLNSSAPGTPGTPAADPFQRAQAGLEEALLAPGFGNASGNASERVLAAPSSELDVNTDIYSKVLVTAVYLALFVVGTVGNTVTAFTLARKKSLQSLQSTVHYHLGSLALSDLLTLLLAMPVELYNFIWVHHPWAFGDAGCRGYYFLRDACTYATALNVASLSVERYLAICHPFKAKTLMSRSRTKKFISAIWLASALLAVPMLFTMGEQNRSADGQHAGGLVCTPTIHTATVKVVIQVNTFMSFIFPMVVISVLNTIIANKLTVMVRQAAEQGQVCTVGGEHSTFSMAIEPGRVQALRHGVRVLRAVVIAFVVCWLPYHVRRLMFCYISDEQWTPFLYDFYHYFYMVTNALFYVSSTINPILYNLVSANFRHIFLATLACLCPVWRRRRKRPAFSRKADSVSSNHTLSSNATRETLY
Rac1 GTP hydrolysis: MgcRacGAP GTPase-activating activity inhibitors, confirmation, biochemical, ADP Hunter fluorescence | MgcRacGAP-stimulated Rac1 GTP hydrolysis, ADP Hunter fluorescence; higher % means a stronger effect; GST-tagged Rac1 F28L mutant substrate | one-dose inhibition, % at 30 µM; IC50 in µM for titrated hits | 340,000 tested, 0.6% active | AID 624330;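 active = first-screen hits whose inhibition reached a set limit at any dose in the follow-up dose series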;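 note: fluorescence reports GDP produced by GAP-driven GTP hydrolysis; strong numbers were not always called active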
Dengue-2 NS5 capping: Dengue-2 NS5 methyltransferase inhibitors, primary screen, biochemical, confirmation dose response (AID 588689) | Dengue-2 NS5 methyltransferase capping enzyme assay, biochemical; higher % means a stronger effect | one-dose inhibition, % at 25 µM; IC50 in µM for titrated hits | 340,000 tested, 0.3% active; in the data active = a potency from the dose series
AID2073: disruptors of CaV2.2 binding to Mint1 – biochemical, HTRF (AID 2073) | HTRF protein-protein interaction, Mint1-CaV2.2; higher % means a stronger effect | inhibition, % at 20 µM, or IC50 in µM where a hit was titrated | 290,000 tested, 0.19% active; in the data active = inhibition mostly above about 51%, no sharp cut-off; note: some results filed as inactive read as strong as hits
GPR55 activation: selective activators of receptor GPR55 – imaging, U2OS cells, beta-arrestin-GFP redistribution, primary screen (AID 1961); U2OS GPR55 beta-arrestin-GFP redistribution imaging; higher % means a stronger effect; activation, % at 10 µM; hits with a dose series show EC50 in µM; 290,000 tested, 0.048% active;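 active = activation above 40% with more than 50 cells counted in the well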;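 note: U2OS osteosarcoma cells stably expressing GPR55 and beta-arrestin-GFP; plate controls were DMSO negative control for no effect and LPI positive control for full effect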
GPR55 LPI antagonism: inhibition of LPI-stimulated GPR55 beta-arrestin translocation – imaging, U2OS, beta-arrestin-GFP, LPI agonist, primary screen (AID 2013). U2OS GPR55 beta-arrestin-GFP translocation imaging, LPI antagonism; higher % means a stronger effect. one-dose inhibition, % at 10 µM; IC50 in µM for titrated hits. 290,000 tested, 0.13% active;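 active = spots per cell inhibited over 60%, with over 100 cells counted and total cytoplasm intensity under 500,000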;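 note: U2OS cells stably carrying GPR55 and arrestin-GFP stimulated by 5 µM LPI near EC80; imaged beta-arrestin-GFP aggregate spots per cell after agonist stimulation; plate controls were LPI-stimulated DMSO wells for no effect and DMSO wells without LPI for full effect; some results filed as inactive read as strong as hits; confirmed hits need IC50 under 10 µM and bright autofluorescent wells are also inconclusive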
GPR35 antagonists: inhibition of zaprinast-stimulated GPR35 beta-arrestin translocation – imaging, U2OS, beta-arrestin-GFP, zaprinast agonist, primary screen (AID 2058). U2OS GPR35 beta-arrestin-GFP translocation imaging, zaprinast antagonism; higher % means a stronger effect. inhibition, % at 10 µM, or IC50 in µM where a hit was titrated. 290,000 tested, 0.052% active;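 active = inhibition of at least 50% with at least 30 cells and total cytoplasm GFP at most 10,000,000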
Yfh1-off respiration: enhancers of respiration in Yfh1-depleted yeast, dose response, Friedreich's ataxia, plus single-dose screen (AID 1465); S. cerevisiae Yfh1-off respiration, WST-1 reduction, 72 h; higher fold induction means a stronger effect; fold induction at 50 µM; hits with a dose series show EC50 in µM; 220,000 tested, 0.074% active;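 active = fold induction of absorbance versus untreated yeast above a set limit, then at least 30% activation at any dose in follow-up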;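 note: activators that raise dye reduction in frataxin-depleted yeast; strong numbers were not always called active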
SV40 large T antigen: SV40 large T antigen inhibitors, biochemical (AID 1903). SV40 large T antigen ATPase/helicase inhibition assay; higher % means a stronger effect. inhibition, % at 20 µM, or IC50 in µM where a hit was titrated. 310,000 tested, 0.39% active; in the data active = a potency from the dose series; note: strong numbers were not always called active
NTR1 agonist cell count 20 µM: also measured in NTR1 agonist; calls as there; cell count; measured here: cell count, cytotoxicity flag
* = called active by the depositor; i = inactive; / = not tested or not shown.

SMILES | NTR1 agonist | NTR1 agonist cell count 20 µM | Rac1 GTP hydrolysis | Dengue-2 NS5 capping | AID2073 | GPR55 activation | GPR55 LPI antagonism | GPR35 antagonists | Yfh1-off respiration | SV40 large T antigen
CC1(C)Cc2nc(NCCN3CCOCC3)c(C#N)cc2CO1 | -1.9 | 91 | 2.7% | 1.6% | 0.7% | -0.2% | 4.7% | -12.5% | i | 2.0%
CC(C)NCC(O)COc1ccc(COCCOC(C)C)cc1 (stereo unspecified) | 2.0 | 58 | 4.1% | 2.2% | / | / | / | / | i | 10.9%
CC(=O)c1ccccc1OCCn1nnc(-c2ccc(C)cc2)n1 | 0.2 | 92 | 4.5% | -0.8% | 6.4% | -0.2% | 5.0% | 1.4% | i | 11.8%
CCN1CCN(c2cc(C)c3cc(NC(=O)Cc4ccccc4OC)ccc3n2)CC1 | -2.8 | 90 | 6.6% | -3.3% | -1.1% | -0.2% | 19.4% | 8.7% | i | 4.3%
CN(C)S(=O)(=O)c1cccc(NC(=O)CN2C(=O)C3C4C=CC(C4)C3C2=O)c1 (stereo unspecified) | -0.6 | 66 | 6.3% | -2.2% | 0.9% | -0.2% | -4.1% | -2.2% | i | 15.9%
O=C(Nc1ccccc1)N(CCN1CCOCC1)Cc1ccccc1F | -2.2 | 40 | 12.2% | -5.5% | -3.7% | 0.1% | 7.2% | -2.4% | i | 4.5%
CCC(C)Sc1nc(O)c(Cc2ccccc2)c(=O)[nH]1 (stereo unspecified) | -0.3 | 84 | 8.2% | -13.1% | 28.4% | 0.6% | -2.9% | 0.3% | i | 11.5%
COc1cc(/C=N/NC(=O)c2nonc2N)cc(OC)c1OC | 1.4 | 48 | 1.7% | 3.4% | -3.3% | 0.9% | -7.7% | 18.6% | i | 8.7%
Nc1ccccc1SCC(=O)Nc1ccc2c(c1)OCO2 | 0.5 | 43 | 13.2% | 2.0% | 2.5% | -0.1% | 23.3% | -8.5% | / | 17.6%
NS(=O)(=O)c1ccc(N2N=C(c3ccc(Br)cc3)CC2c2ccc(F)cc2)cc1 (stereo unspecified) | 42.0* | 50* | 9.2% | -2.7% | 42.8% | -0.3% | 0.9% | -39.5% | i | -1.1%
CCCN1CCC(NC(=O)Nc2ccc(Br)cc2)CC1 | -0.2 | 86 | 2.8% | -11.8% | -0.8% | 0.2% | 4.4% | -4.9% | i | 3.2%
CC1(c2ccccc2)CC(C)(C)N2C(=O)/C(=C3\SC(=S)NC3=O)c3cccc1c32 (stereo unspecified) | / | / | 15.1% | 18.3% | -4.8% | -0.3% | 4.6% | 8.4% | i | 3.7%
COc1ccc(/C(O)=C2/C(=O)C(=O)N(CC3CCCO3)C2c2ccc(OC)c(OC)c2)cc1 (stereo unspecified) | -0.5 | 91 | 5.5% | -1.6% | -4.5% | -0.1% | 5.6% | 19.8% | i | 4.8%
Cc1ccc(C(=O)OCC(=O)NCc2ccco2)cc1S(=O)(=O)N1CCOCC1 | -0.1 | 63 | 3.5% | 4.3% | / | / | / | / | / | 9.5%
Cc1cc(C)cc(NC(=S)NCc2cccs2)c1 | -0.4 | 55 | -0.7% | -0.7% | -16.1% | 0.3% | -6.9% | -9.1% | i | 8.5%

Structural class: those above with an aryl thioether with sulfur outside any ring
SMILES | NTR1 agonist | NTR1 agonist cell count 20 µM | Rac1 GTP hydrolysis | Dengue-2 NS5 capping | AID2073 | GPR55 activation | GPR55 LPI antagonism | GPR35 antagonists | Yfh1-off respiration | SV40 large T antigen
CCC(C)Sc1nc(O)c(Cc2ccccc2)c(=O)[nH]1 (stereo unspecified) | -0.3 | 84 | 8.2% | -13.1% | 28.4% | 0.6% | -2.9% | 0.3% | i | 11.5%
Nc1ccccc1SCC(=O)Nc1ccc2c(c1)OCO2 | 0.5 | 43 | 13.2% | 2.0% | 2.5% | -0.1% | 23.3% | -8.5% | / | 17.6%

Remaining list, next part:
SMILES | NTR1 agonist | NTR1 agonist cell count 20 µM | Rac1 GTP hydrolysis | Dengue-2 NS5 capping | AID2073 | GPR55 activation | GPR55 LPI antagonism | GPR35 antagonists | Yfh1-off respiration | SV40 large T antigen
CCOc1ccccc1CNCC1CCCO1 (stereo unspecified) | 0.6 | 67 | 7.4% | -12.0% | 6.1% | 0.4% | -1.4% | 7.0% | / | 0.3%
Cc1ccc(C)c(OCC(=O)Nc2ccc(S(=O)(=O)Nc3onc(C)c3C)cc2)c1 | -1.2 | 40 | 5.3% | 0.0% | 15.8% | -0.2% | -4.1% | 12.5% | / | 6.9%
Cc1csc(=O)n1CC(=O)OCC(=O)Nc1ccc(F)c(F)c1 | 0.3 | 46 | 4.0% | 0.7% | / | / | / | / | / | 18.8%
CCc1nnc(SCC(=O)NC2CCCCC2)nc1CC | 2.7 | 78 | 5.2% | 0.8% | 3.0% | 0.2% | -2.8% | -1.3% | i | 23.5%
N#Cc1ccc(Oc2nc(C(N)=O)cc(-c3ccccc3)n2)cc1 | 2.3 | 64 | 13.4% | 0.0% | 0.2% | 0.2% | -0.7% | 13.5% | i | 25.9%
Cc1cc(-n2cnc(-c3cn(C)nc3C)n2)no1 | 1.3 | 57 | 2.0% | 0.8% | 7.3% | 0.3% | -3.1% | -5.0% | i | 4.1%
O=C(c1ccc(CS(=O)(=O)c2ccc(Br)cc2)o1)N1CCCC1 | 0.5 | 56 | 2.4% | -0.7% | 50.2% | -0.1% | 0.1% | 9.3% | i | 1.1%
COC(=O)c1nc2n(n1)C(c1ccc(OC)c(OC)c1)C(C(=O)OC1CCCCC1)=C(C)N2 (stereo unspecified) | 5.1 | 89 | 7.6% | 0.0% | 14.5% | -0.1% | 1.7% | 16.3% | i | 5.6%
CC(=O)Nc1ccccc1OCC(O)CS(=O)(=O)c1ccc(C(F)(F)F)cn1 (stereo unspecified) | -1.0 | 77 | 7.0% | -1.0% | 10.7% | 0.0% | 16.3% | -16.8% | / | 12.7%
CCCCN(C)CCn1c(=S)[nH]c2cc(OCC)c(OCC)cc2c1=O | 2.7 | 65 | 5.6% | 0.0% | -20.4% | -0.3% | 28.2% | 3.7% | i | 10.7%
Cc1ccc(Cn2c(=N)c(C(=O)NCC3CCCO3)cc3c(=O)n4cccc(C)c4nc32)cc1 (stereo unspecified) | 7.3 | 68 | 16.2% | 3.5% | 11.8% | -0.1% | 2.2% | 14.8% | / | 9.0%
CS(=O)(=O)Nc1ccc(C2=NN(S(C)(=O)=O)C(c3cccs3)C2)cc1 (stereo unspecified) | -0.7 | 69 | -0.7% | 0.0% | 17.3% | -0.3% | -13.5% | -8.7% | i | 8.1%
COc1ccc(CC(=O)Nc2ccc(S(=O)(=O)Nc3cc(C)on3)cc2)cc1OC | -0.2 | 57 | 12.5% | 1.4% | 0.8% | -0.3% | 23.2% | 3.6% | i | 12.2%
C[C@@H](C(=O)N1CCNCC1)n1cc(CCC(=O)O)nn1 | 2.0 | 61 | -1.8% | -0.8% | -2.7% | -0.1% | 1.4% | -7.6% | i | 0.4%
O=C(COC(=O)c1cccc(S(=O)(=O)N2CCN(c3ccccc3)CC2)c1)NCC1CCCO1 (stereo unspecified) | -0.7 | 54 | 1.1% | -5.5% | 16.1% | -0.1% | 8.6% | -1.8% | i | 13.0%

Some values from the results shown:
Cc1ccc(Cn2c(=N)c(C(=O)NCC3CCCO3)cc3c(=O)n4cccc(C)c4nc32)cc1 (stereo unspecified) in GPR35 antagonists: 14.8%
CS(=O)(=O)Nc1ccc(C2=NN(S(C)(=O)=O)C(c3cccs3)C2)cc1 (stereo unspecified) in SV40 large T antigen: 8.1%

(next part)
SMILES | NTR1 agonist | NTR1 agonist cell count 20 µM | Rac1 GTP hydrolysis | Dengue-2 NS5 capping | AID2073 | GPR55 activation | GPR55 LPI antagonism | GPR35 antagonists | Yfh1-off respiration | SV40 large T antigen
CCCCCNC(=O)c1ccc2c(=O)n(CCCN3CCCC3=O)c(=S)[nH]c2c1 | -1.7 | 65 | 7.3% | 2.3% | -21.1% | -0.3% | -10.4% | 6.2% | i | 4.3%
Cc1ccc(SCc2ccc(C(=O)Nc3ccccc3Br)cc2)cc1 | -0.3 | 45 | 8.8% | -3.6% | 8.4% | 0.4% | -1.5% | 1.3% | i | -26.0%
COc1ccc(NC(=O)C2CCCN2C(=O)Oc2ccccc2)cc1 (stereo unspecified) | 1.1 | 45 | -3.5% | 5.9% | -5.5% | 0.2% | 9.9% | 29.9% | i | 22.1%
COC(=O)CC1C(=O)NCCN1C(=O)CSc1nc2cc(Cl)ccc2o1 (stereo unspecified) | 0.2 | 33 | 1.2% | -3.0% | -0.5% | 0.3% | -0.6% | 0.2% | i | 1.4%
COC(C[C@@H](O)CC(=O)COCc1ccccc1)OC | -1.5 | 57 | 5.0% | 6.6% | 3.1% | -0.1% | 8.2% | 2.1% | i | /
CCc1ccc(-c2cc(C)no2)cc1S(=O)(=O)NCc1ccc(OC)c(OC)c1 | 0.0 | 62 | 3.9% | -4.5% | -1.5% | 0.0% | 13.4% | 15.3% | / | 24.5%
CCN(CC(=O)NCc1cccs1)C(=O)c1ccc(OC)c(OC)c1 | -0.7 | 56 | -1.0% | 5.8% | / | / | / | / | / | 9.1%
Oc1cccc(C(=S)N2CCN(Cc3ccccc3)CC2)c1 | -0.4 | 68 | 14.2% | 7.4% | -14.6% | -0.1% | 13.5% | 5.7% | i | 7.5%
CN(C)/C=C1/NC(=S)NC1=O | -2.1 | 60 | 25.3% | 0.0% | -11.0% | -0.2% | 8.9% | 6.7% | i | 27.3%
Cc1nnc(SCC(=O)Nc2ccc3c(c2)OCCO3)s1 | 0.0 | 56 | 8.6% | -6.5% | 5.3% | -0.3% | 9.0% | -5.8% | i | 2.2%
Cc1c(NC(=S)N/N=C/C=C/c2ccc([N+](=O)[O-])cc2)c(=O)n(-c2ccccc2)n1C | 1.7 | 33 | -10.2% | 1.5% | 2.5% | 0.4% | 5.4% | 2.6% | i | 19.3%
CCN1CCN(CC(=O)N2N=C(c3cccs3)CC2c2ccc(OC)c(OC)c2)C(=O)C1=O (stereo unspecified) | 0.1 | 45 | -2.5% | -8.3% | 7.9% | 0.4% | -7.5% | 0.3% | i | 15.0%
CS(=O)(=O)NNC(=O)Cn1nnc(-c2cc(C(F)(F)F)cc(C(F)(F)F)c2)n1 | 0.4 | 61 | / | / | 7.6% | -0.3% | 2.5% | -6.1% | i | 7.0%
O=C(O)CCc1ccc(-c2cccs2)n1NC(=O)c1cccs1 | 3.1 | 40 | 12.3% | 0.8% | 16.5% | 0.2% | 3.7% | -8.9% | i | 14.9%
COC(=O)C[C@H]1c2cc(C(F)(F)F)ccc2S(=O)(=O)N1C1CCCC1 | 0.7 | 88 | 12.2% | 4.1% | / | / | / | / | i | 4.5%
COc1cc(CNC(=O)c2nc(Cn3nc(C)c(Br)c3C)no2)cc(OC)c1 | 0.9 | 60 | 3.6% | -6.8% | -20.9% | 0.0% | -5.8% | -6.3% | i | 0.4%
Cc1n[nH]c(=O)c2c(NC(=O)CSc3c(Cl)cccc3Cl)oc(C)c12 | 1.0 | 62 | 6.3% | 2.9% | / | / | / | / | / | 15.2%
